LYPLA1 counter = LYPLA1 (human) inhibition in PME1 counter-screen; 0.16% of 320,000 active; inhibition, % at 5.9 µM; recombinant LYPLA1, FP-Rh probe fluorescence polarization; O75608; AID 2174;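 active = inhibition above the mean of all tested compounds plus 3 SD, set per campaign, cut at about 14% in these data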;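 note: inhibitors block serine hydrolase probe labeling of LYPLA1 so polarization falls; 0% = enzyme with DMSO and 100% = wells lacking LYPLA1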
Target sequence (O75608 whole entry, looked up): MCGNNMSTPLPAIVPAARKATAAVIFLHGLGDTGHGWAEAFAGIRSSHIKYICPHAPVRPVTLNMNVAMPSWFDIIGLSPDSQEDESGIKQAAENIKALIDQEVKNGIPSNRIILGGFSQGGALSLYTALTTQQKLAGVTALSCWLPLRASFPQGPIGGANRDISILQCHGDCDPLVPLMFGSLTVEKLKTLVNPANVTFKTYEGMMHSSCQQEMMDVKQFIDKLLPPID
GSTO1 counter = counter-screen for RBBP9 inhibitors: inhibitors of human GSTO1. recombinant GSTO1, activity-based probe fluorescence polarization. inhibition, % at 5.96 µM. P78417. 1.1% of 300,000 active;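 active = inhibition above the campaign mean inhibition plus 3 SD, cut at about 35% in these data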;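 note: 0% = GSTO1-1 with DMSO and 100% = wells lacking GSTO1-1 enzyme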
Target sequence (P78417 whole entry, looked up): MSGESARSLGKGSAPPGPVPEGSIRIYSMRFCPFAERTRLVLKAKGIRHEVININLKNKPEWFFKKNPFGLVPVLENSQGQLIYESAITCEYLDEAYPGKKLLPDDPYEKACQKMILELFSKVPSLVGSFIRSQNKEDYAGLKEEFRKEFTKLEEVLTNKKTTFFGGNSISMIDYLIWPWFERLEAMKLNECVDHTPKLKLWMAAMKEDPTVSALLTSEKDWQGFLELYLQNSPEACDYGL
pPAFAH inh = inhibitors of human plasma PAF acetylhydrolase (pPAFAH) | recombinant pPAFAH, FP-rhodamine probe fluorescence polarization | Q13093 | 1.5% of 330,000 active | inhibition, % at 3.39 µM | AID 463082;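 active = inhibition above the mean inhibition across the screen plus 3 SD, cut at about 25% in these data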;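 note: inhibitors block binding of the rhodamine activity-based probe so polarization drops; 0% = enzyme with DMSO and 100% = wells lacking pPAFAH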
Target sequence (Q13093 whole entry, looked up): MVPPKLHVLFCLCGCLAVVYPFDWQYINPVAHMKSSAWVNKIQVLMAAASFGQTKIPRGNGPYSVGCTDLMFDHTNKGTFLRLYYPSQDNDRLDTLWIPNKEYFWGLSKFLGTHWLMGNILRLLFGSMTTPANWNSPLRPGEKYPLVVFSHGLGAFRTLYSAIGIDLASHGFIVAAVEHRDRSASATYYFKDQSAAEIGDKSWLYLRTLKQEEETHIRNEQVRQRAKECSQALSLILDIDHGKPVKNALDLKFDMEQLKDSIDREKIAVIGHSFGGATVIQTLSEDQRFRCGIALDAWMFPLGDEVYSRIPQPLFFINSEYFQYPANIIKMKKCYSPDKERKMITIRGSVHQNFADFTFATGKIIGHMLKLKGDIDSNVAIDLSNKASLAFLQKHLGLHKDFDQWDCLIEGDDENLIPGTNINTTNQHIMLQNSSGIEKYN
PAD4 FP inh = PAD4 (human) enzyme inhibition; 0.41% of 330,000 active; Q9UM07; recombinant PAD4, RCA probe fluorescence polarization; inhibition, % at 6.36 µM;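 active = percent inhibition above a cutoff equal to the mean of all tested compounds plus 3 SD, cut at about 15% in these data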;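 note: 0% = PAD4 with RCA probe and DMSO and 100% = probe without PAD4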
PME-1 primary = blocks human protein phosphatase methylesterase 1 | 0.53% of 320,000 active | recombinant PME-1, FP-Rh probe fluorescence polarization | inhibition, % at 5.9 µM | AID 2130;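 active = inhibition above the campaign mean of all compounds plus 3 SD, cut at about 26% in these data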;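 note: competitive labeling of PME-1 active site by serine hydrolase directed probe; 0% = PME-1 with DMSO and 100% = wells lacking PME-1 enzyme; inhibitors block probe labeling so polarization falls and inhibition rises; many of its hits are not listed in these tables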
PAFAH1B2 inh = inhibitors of human PAFAH1B2; P68402; recombinant PAFAH1B2, FP-rhodamine activity probe, fluorescence polarization; inhibition, % at 3.39 µM; 1.2% of 340,000 active;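 active = inhibition above the mean of all tested compounds plus 3 SD, cut at about 24% in these data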;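 note: 0% = enzyme with DMSO and 100% = wells lacking PAFAH1B2; many of its hits are not listed in these tables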
PAFAH1B3 FP inh = inhibitors of human PAFAH1B3; Q15102; recombinant PAFAH1B3, FP-rhodamine probe, fluorescence polarization; inhibition, % at 3.39 µM; 0.28% of 340,000 active; AID 492972;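 active = inhibition above the screen-wide average of all tested compounds plus 3 SD, cut at about 25% in these data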;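 note: 0% = enzyme with DMSO only and 100% = wells lacking PAFAH1B3 protein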
PAFAH2 FP inh = inhibitors of human PAFAH2; Q99487; recombinant PAFAH2, FP-rhodamine activity probe, fluorescence polarization; inhibition, % at 3.39 µM; 0.99% of 340,000 active; AID 492956;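 active = inhibition above the mean over all tested compounds plus 3 SD, cut at about 30% in these data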;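 note: inhibitors block probe labeling of enzyme so polarization drops; 0% = enzyme with DMSO and 100% = wells lacking PAFAH2 protein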
Fam108B inh = Fam108B inhibition, counter-screen for RBBP9 inhibitors; recombinant Fam108B, FP-Rh probe fluorescence polarization; inhibition, % at 9.51 µM; 0.33% of 300,000 active; AID 1947;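 active = inhibition above the screen mean inhibition plus 3 SD, computed separately per campaign, cut at about 18% in these data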;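 note: inhibitors lower polarization as less probe binds the enzyme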
The depositor's hits bear a star; / = no result given. Some of the compounds tested. The share of hits here may be higher or lower than overall.

Order of results – LYPLA1 counter	GSTO1 counter	pPAFAH inh	PAD4 FP inh	PME-1 primary	PAFAH1B2 inh	PAFAH1B3 FP inh	PAFAH2 FP inh	Fam108B inh
1	COc1ccc(C)cc1N(CC(N)=O)S(=O)(=O)c1ccc(C)cc1
→ -4	1	6	-4	-3	5	-8	13	2
2	COc1ccc(NS(=O)(=O)c2ccc(-c3n[nH]c(=S)n3Cc3ccccc3)cc2)cc1
→ 0	28	25*	4	3	16	8	-1	-2
3	O=C(c1ccco1)N1CCN(Cc2csc(-c3ccccc3Cl)n2)CC1
→ -1	2	-1	3	0	7	13	-4	5
4	CCC(C)(C)NC(=O)c1ccc2c(c1)N(CC(=O)OC)C(=O)C(C)(C)O2
→ -4	6	-3	0	-7	3	8	3	3
5	O=C1C=C(c2ccc3ncccc3c2)C[C@@H](c2ccc3c(c2)OCO3)C1
→ -2	/	4	2	9	4	-3	3	/
6	CC(=O)Nc1ccc(N2C(=O)CCC2=O)cc1C
→ 0	2	0	1	0	0	4	0	4
7	CC(=O)C1C(c2cccc([N+](=O)[O-])c2)C2C(C)=NN=C2CC1(C)O (centres undefined)
→ 3	1	3	11	-1	-1	6	-4	0
8	CC[C@@H]1C/C=C\Cc2ccccc2[C@H](C(=O)C[C@H](O)CC(C)=O)OC1=O
→ /	/	-1	-2	/	4	5	1	/
9	Nc1nnc(SCc2cccnc2)s1
→ -3	-3	8	0	0	2	11	3	3
10	CCC(C)C(=O)N1CCc2cc(-c3csc(N)n3)ccc21 (centres undefined)
→ -2	5	3	2	1	1	-3	-2	-5
11	CCCC(C)NC(=O)c1cc(S(=O)(=O)N2CCCCCC2)ccc1OC (centres undefined)
→ 0	/	3	-7	23	7	3	6	/
12	COc1ccc(CCCC(=O)Nc2ccccc2F)cc1
→ 2	5	6	-2	0	3	11	1	-2
13	CCN1C(=O)[C@H]2[C@@H](c3ccc(-c4ccccc4)cc3)N3CCCC[C@@]3(C(=O)OC)[C@H]2C1=O
→ 4	-8	2	-1	-3	-6	-10	-4	0
14	O=c1nc2sc3ccccc3n2c(=O)n1-c1cccc(Cl)c1
→ -2	-82	7	0	-12	-11	2	1	-3
15	O=C(Oc1ccc(C(=S)N2CCOCC2)cc1)c1ccc(Br)cc1
→ -2	-1	1	3	1	3	7	3	-4
16	Cc1ccc2c(c1)[C@@H](O)C[C@@H](C)N2N=O
→ 2	-2	2	1	2	-6	0	7	-1
17	FC(F)(F)c1nc(-c2cccs2)ncc1-c1nnnn1-c1ccc(Cl)cc1
→ -3	-2	-3	0	-7	3	4	-9	-6
18	CCOc1ccc(N(CC(=O)O)S(=O)(=O)c2ccc(OC)c(OC)c2)cc1
→ 3	0	-2	-4	3	-1	-1	-1	3
19	Fc1ccc(NC(=S)NCCN2CCOCC2)cc1
→ 1	-1	1	-8	3	4	4	7	2
20	CC1(C)CC(CC(=O)NC(=S)Nc2ccc([N+](=O)[O-])cc2)C(=O)O1 (centres undefined)
→ 2	4	4	3	-3	3	6	1	-3

A draw from above in order of SMILES length, high to low:
Order of results – LYPLA1 counter	GSTO1 counter	pPAFAH inh	PAD4 FP inh	PME-1 primary	PAFAH1B2 inh	PAFAH1B3 FP inh	PAFAH2 FP inh	Fam108B inh
13	CCN1C(=O)[C@H]2[C@@H](c3ccc(-c4ccccc4)cc3)N3CCCC[C@@]3(C(=O)OC)[C@H]2C1=O
→ 4	-8	2	-1	-3	-6	-10	-4	0
20	CC1(C)CC(CC(=O)NC(=S)Nc2ccc([N+](=O)[O-])cc2)C(=O)O1 (centres undefined)
→ 2	4	4	3	-3	3	6	1	-3
4	CCC(C)(C)NC(=O)c1ccc2c(c1)N(CC(=O)OC)C(=O)C(C)(C)O2
→ -4	6	-3	0	-7	3	8	3	3
18	CCOc1ccc(N(CC(=O)O)S(=O)(=O)c2ccc(OC)c(OC)c2)cc1
→ 3	0	-2	-4	3	-1	-1	-1	3
17	FC(F)(F)c1nc(-c2cccs2)ncc1-c1nnnn1-c1ccc(Cl)cc1
→ -3	-2	-3	0	-7	3	4	-9	-6
11	CCCC(C)NC(=O)c1cc(S(=O)(=O)N2CCCCCC2)ccc1OC (centres undefined)
→ 0	/	3	-7	23	7	3	6	/
15	O=C(Oc1ccc(C(=S)N2CCOCC2)cc1)c1ccc(Br)cc1
→ -2	-1	1	3	1	3	7	3	-4
14	O=c1nc2sc3ccccc3n2c(=O)n1-c1cccc(Cl)c1
→ -2	-82	7	0	-12	-11	2	1	-3
10	CCC(C)C(=O)N1CCc2cc(-c3csc(N)n3)ccc21 (centres undefined)
→ -2	5	3	2	1	1	-3	-2	-5
16	Cc1ccc2c(c1)[C@@H](O)C[C@@H](C)N2N=O
→ 2	-2	2	1	2	-6	0	7	-1
6	CC(=O)Nc1ccc(N2C(=O)CCC2=O)cc1C
→ 0	2	0	1	0	0	4	0	4
12	COc1ccc(CCCC(=O)Nc2ccccc2F)cc1
→ 2	5	6	-2	0	3	11	1	-2
19	Fc1ccc(NC(=S)NCCN2CCOCC2)cc1
→ 1	-1	1	-8	3	4	4	7	2
9	Nc1nnc(SCc2cccnc2)s1
→ -3	-3	8	0	0	2	11	3	3

The results go on.
Order of results – LYPLA1 counter	GSTO1 counter	pPAFAH inh	PAD4 FP inh	PME-1 primary	PAFAH1B2 inh	PAFAH1B3 FP inh	PAFAH2 FP inh	Fam108B inh
21	CCN1C(=O)c2cccc3c(S(=O)(=O)Nc4ccccn4)ccc1c23
→ 0	-3	3	1	3	-1	9	6	-1
22	O=C(Cc1ccccc1)Nc1ccc(NC(=O)c2cccnc2)cc1
→ -1	2	1	0	9	-3	11	8	1
23	COc1cc(S(=O)(=O)n2cnc(C)c2)ccc1Br
→ 2	-3	1	-3	1	4	9	7	4
24	Cc1ccc(-n2nc3c(=O)n(C(C)C(=O)NCc4ccc5c(c4)OCO5)nc(C)c3c2C)cc1 (centres undefined)
→ 0	-3	6	1	2	1	8	-4	-4
25	CCN(C(=O)CSc1nnc(-c2ccc(OC)cc2)n1C(C)C)C1CCS(=O)(=O)C1 (centres undefined)
→ /	/	1	-2	/	5	4	2	/
26	Cn1c(CN2CCCC2)nc2cc(NC(=O)COc3ccccc3)ccc21
→ -3	3	1	-3	-6	1	-2	-8	9
27	c1ccc(CNc2nc3ccccc3n3cnnc23)nc1
→ -4	4	-3	-2	-3	9	12	2	2
28	CCn1cc(C(=O)NCC(=O)OC)c2cc(OC)c(OC)cc2c1=O
→ -3	-5	-3	-4	0	-2	-3	3	1
29	COc1cccc(NC(=O)c2c([N+](=O)[O-])cnn2C)c1
→ 0	-4	8	-2	-2	3	14	2	0
30	CCn1c2ccccc2c2cc(CN3CCN(S(=O)(=O)Cc4ccccc4)CC3)ccc21
→ -4	-2	-3	-4	-4	-2	2	-1	-1
31	C=C1C2C[C@H](O)C(C)(C)[C@@]2(O)[C@H](O)C[C@]23C[C@@](C)(O)[C@H](CC[C@H]12)[C@H]3O (some centres undefined)
→ -2	5	2	0	-1	6	7	3	-4
32	COc1ccc2ccc3c(c2c1)N=C[C@]1(O3)N(C)c2ccccc2C1(C)C
→ -6	86*	33*	53*	45*	-2	2	5	-1
33	COc1cccc(CN2CCC(N(CCc3ccccc3)Cc3ccccc3)CC2)c1OC
→ 1	3	1	2	6	3	1	0	3
34	O=C(CCN1C(=O)COc2ccccc21)N1CCN(c2ccccc2)CC1
→ -1	6	8	0	0	3	4	3	1
35	COc1cc2c(cc1OC)/C(=C/C(=O)c1ccccc1)NCC2
→ 0	9	1	-17	0	2	-2	2	0
36	COCCCNCCOCCOc1c(OC)cccc1OC
→ -4	-9	-3	-6	-6	-1	3	7	0
37	CCN(Cc1ccccc1)C(c1cccc(C#N)c1)c1nnnn1C(C)(C)C (centres undefined)
→ 1	0	0	0	3	5	4	2	-4
38	CC(=O)c1cc2c(cc1NC(=O)CCCC(=O)O)OCO2
→ 1	8	-2	-1	1	1	8	6	-2
39	CC(Oc1ccc(F)cc1Br)c1nc2ccccc2c(=O)[nH]1 (centres undefined)
→ -2	4	10	-3	7	4	-7	15	3
40	O=C(Cn1c(=O)c2cccn2c2ccc(F)cc21)NCCCN1CCN(c2ccccc2F)CC1
→ -3	3	1	-1	-3	1	2	6	1
41	Cn1nc(-c2ccccc2)c(C(O)c2ccccc2C(F)(F)F)c1Cl (centres undefined)
→ -2	0	2	4	6	-2	3	3	-1
42	COc1ccc(C(=O)/C=C/Nc2ccccn2)c(OC)c1
→ 1	-8	9	-6	2	/	/	/	3
43	CC1(c2nnc(-c3ccc(F)cc3)o2)CC(c2ccc(F)cc2)=NO1 (centres undefined)
→ 0	1	2	-1	-2	-3	10	-5	-4
44	O=C(O)c1cnn2c(-c3ccccc3)ccnc12
→ -1	2	1	3	0	7	9	1	-2
45	CC(C)(C)C1CCc2onc(C(=O)Nc3ccc4c(c3)OCO4)c2C1 (centres undefined)
→ 5	5	4	1	-4	-1	-4	-5	-2
46	COc1cccc(C(C(=O)NCC2CCCO2)N(C(=O)Cn2nnc3ccccc32)c2ccccc2C(C)=O)c1OC (centres undefined)
→ 2	-3	1	-3	4	6	-3	6	1
47	Cc1cc2c3c(c1)C(C)CC(C)(C)N3C(=O)C2=O (centres undefined)
→ 5	9	1	-1	-2	5	4	-7	-4
48	O=C(c1ccc(F)cc1)N1CCN(c2ccc([N+](=O)[O-])c(N3CCOCC3)c2)CC1
→ 2	-1	0	0	5	-2	-5	1	4
49	CSC1=C(C#N)C(C)CC(=O)N1 (centres undefined)
→ 1	0	-1	-3	-1	-3	4	4	1
50	COc1ccc(S(=O)(=O)N2CCN(Cc3ccc4c(c3)OCO4)CC2)c2ccccc12
→ 4	-2	-4	0	-2	-1	10	3	1
51	O=C(CCC(=O)c1cccs1)c1cccs1
→ 1	-10	6	-3	0	-2	7	2	-2
52	Cc1cc(C(=O)OCC(=O)Nc2sc3c(c2C#N)CCC(C)C3)c2ccccc2n1 (centres undefined)
→ -9	-2	25*	-7	9	-1	1	0	1
53	Clc1ccc2[nH]c3c(NCC4CCCO4)ncnc3c2c1 (centres undefined)
→ 2	-3	0	-5	19	/	/	/	9
54	Cc1ccc(/C(N)=N/OC(=O)c2cccc(Cn3cc(C(F)(F)F)ccc3=O)c2)cc1
→ -6	-6	0	4	-1	-2	4	5	-5
55	COc1ccccc1NC(=O)CSc1nc2c(sc3ccccc32)c(=O)n1CCN(C)C
→ 1	11	-2	14	-1	-1	12	1	-3
56	COc1cc(NC(=S)N2CCN(C(=O)c3ccco3)CC2)c(OC)cc1Cl
→ 4	0	12	-1	-1	1	12	-10	5
57	COc1ccccc1-c1cc(C(F)(F)F)nc(NCc2ccco2)n1
→ -3	-3	8	-2	1	-2	8	4	0
58	CCOP(=O)(c1ccc(N(C)C)cc1)C(O)c1ccc(OC)cc1 (centres undefined)
→ 0	1	7	-1	-1	0	-5	5	-8
59	COc1ccc(N(CC(=O)Nc2cc(C)cc(C)c2)S(=O)(=O)c2ccccc2[N+](=O)[O-])c(OC)c1
→ -5	-19	2	-17	-12	-1	-5	-6	-11
60	CN(CC(=O)Nc1ccc(Cl)cc1)Cc1cc(=O)n2ccsc2n1
→ 3	0	1	3	0	1	-5	-2	-2

High-throughput results from PubChem.
